# High-throughput results deposited in PubChem BioAssay by several laboratories.
# CHRM5 PAM: potentiates acetylcholine response at human M5 receptor; P08912; CHO-K1 hM5, Fluo-8 calcium, ACh EC20 PAM; 0% = ACh EC20, 100% = ACh EC100; 0.3% of 360,000 active; activation, % at 3 µM; AID 624038;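 active = activation above the run cutoff, the mean activation of all test compounds plus 3 SD, cut at about 18% in these data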
#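 system = human M5 receptor in CHO-K1 cells | reagent = EC20 acetylcholine as agonist stimulus | compound dosing = single-point, 3 µM nominal | incubation = Fluo-8 loading 80 min at 37 °C plus 30 min room temperature | detection = Fluo-8 calcium dye fluorescence, kinetic read | benchmarks = low control EC20 acetylcholine (0%), high control EC100 acetylcholine (100%)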
# CHRM4 PAM: potentiates acetylcholine response at human M4 receptor; P08173; CHO-K1 hM4/Gqi5, Fluo-8 calcium fluorescence, ACh EC20; 0% = ACh EC20, 100% = maximal ACh; activation, % at 3 µM; 0.4% of 360,000 active; AID 624126;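 active = activation above its plate's cutoff, the mean activation of sample wells plus 3 SD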; also: some results filed as inactive read as strong as hits
# M5 ag: CHRM5 agonism in calcium assay | P08912 | CHO-K1 hM5 cells, Fluo-8 calcium fluorescence; 0% DMSO wells, 100% maximal acetylcholine response | activation, % at 3 µM | 0.19% of 360,000 active;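 active = activation above the run's mean over test compounds plus 3 SD, cut at about 23% in these data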;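 also: signal is peak over basal fluorescence ratio across the kinetic read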
# IDE cell inh: inhibitors of human insulin-degrading enzyme in cells | P14735 | HEK cells, FAbetaB cleavage, fluorescence polarization | inhibition, % at 5.59 µM | 0.41% of 320,000 active;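 active = percent inhibition above the average of all tested compounds plus 3 SD, set per screening campaign, cut at about 16% in these data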;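 also: IDE supplied by intact live HEK cells; FP after avidin binding of uncleaved biotin substrate so inhibition keeps polarization high; 0% = DMSO wells and 100% = 60 µM reference IDE inhibitor Ii1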
# Target sequence (P14735 whole entry, looked up): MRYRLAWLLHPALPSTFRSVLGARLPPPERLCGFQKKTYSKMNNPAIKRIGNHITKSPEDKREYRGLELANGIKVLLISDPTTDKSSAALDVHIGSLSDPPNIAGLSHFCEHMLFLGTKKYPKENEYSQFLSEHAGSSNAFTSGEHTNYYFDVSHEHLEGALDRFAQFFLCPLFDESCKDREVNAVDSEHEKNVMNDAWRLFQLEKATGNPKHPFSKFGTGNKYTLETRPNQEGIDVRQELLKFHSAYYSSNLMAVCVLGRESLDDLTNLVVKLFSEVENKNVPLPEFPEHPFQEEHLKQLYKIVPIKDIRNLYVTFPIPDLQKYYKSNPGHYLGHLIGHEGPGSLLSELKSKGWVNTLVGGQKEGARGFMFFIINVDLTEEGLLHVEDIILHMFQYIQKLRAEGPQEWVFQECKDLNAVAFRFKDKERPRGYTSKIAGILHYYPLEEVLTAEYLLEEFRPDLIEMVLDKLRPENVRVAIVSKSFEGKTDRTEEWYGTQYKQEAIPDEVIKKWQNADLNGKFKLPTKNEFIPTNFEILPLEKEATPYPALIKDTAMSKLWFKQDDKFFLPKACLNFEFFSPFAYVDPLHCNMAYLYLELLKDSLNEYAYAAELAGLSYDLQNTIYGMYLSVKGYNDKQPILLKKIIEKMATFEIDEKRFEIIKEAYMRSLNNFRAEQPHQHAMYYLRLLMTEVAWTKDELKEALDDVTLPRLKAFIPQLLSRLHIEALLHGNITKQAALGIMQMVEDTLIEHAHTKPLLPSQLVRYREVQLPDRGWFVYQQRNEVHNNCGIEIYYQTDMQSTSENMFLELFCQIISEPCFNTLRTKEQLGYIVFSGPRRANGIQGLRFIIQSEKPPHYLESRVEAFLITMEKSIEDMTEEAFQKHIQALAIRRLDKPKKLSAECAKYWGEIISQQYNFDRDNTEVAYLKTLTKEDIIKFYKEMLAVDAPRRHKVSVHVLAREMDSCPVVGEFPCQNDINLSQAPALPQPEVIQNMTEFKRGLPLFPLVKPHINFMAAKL
# CHRM5 antagonist: blocks acetylcholine activation of human M5 receptor; P08912; inhibition, % at 3 µM; 0.59% of 360,000 active; CHO-hM5 cells, Fluo-8 calcium fluorescence, ACh EC80;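 active = inhibition above a per-plate cutoff, the mean of that plate's test compounds plus 3 SD, cut at about 27% in these data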;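 also: 0% = acetylcholine EC80 with DMSO and 100% = DMSO without agonist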
# CRFBP-R2 block: antagonists of CRF-binding protein/CRF-R2 receptor complex | HEK293 CRF-R2/CRF-BP, CRF-induced calcium fluorescence | AID 588475 | 0.59% of 350,000 active | inhibition, % at 11.8 µM;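 active = inhibition of the ligand-induced calcium signal above about 50% at the single tested concentration, limit read from the data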
# M4 ag: agonists of human muscarinic M4 receptor (CHRM4) | CHO-K1 hM4/Gqi5, Fluo-8 calcium fluorescence; vehicle 0%, full acetylcholine response 100% | activation, % at 3 µM | AID 624127 | 0.14% of 360,000 active | P08173;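 active = activation above the run mean over all test wells plus 3 SD, cut at about 32% in these data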;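 also: peak over basal fluorescence ratio per well then scaled between controls; 0% = DMSO wells and 100% = acetylcholine at EC100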
# CRFR2-BP ag: CRF-BP/CRF-R2 complex agonism; HEK293 CRF-R2/CRF-BP, calcium dye fluorescence (FLIPR); percent of saturating CRF peptide response; activation, % at 13.2 µM; 0.46% of 350,000 active; AID 588473;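 active = activation of at least 50%, plus an integration ratio under a set limit after plate pattern correction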;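 also: plate controls were neutral control wells without compound for no effect and CRF at EC100 for full effect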
# CHRM4 antagonist: blocks acetylcholine activation of human M4 receptor. P08173. CHO-hM4 cells, ACh EC80, Fluo-8 calcium fluorescence. inhibition, % at 3 µM. 0.73% of 360,000 active. AID 624125;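 active = inhibition above its plate's cutoff, the mean inhibition of sample wells plus 3 SD, cut at about 27% in these data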;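 also: 0% = acetylcholine EC80 with DMSO and 100% = DMSO without agonist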
# Starred values were filed as active, the others as inactive; nt = not tested or not shown.
# Fields: CHRM5 PAM	CHRM4 PAM	M5 ag	IDE cell inh	CHRM5 antagonist	CRFBP-R2 block	M4 ag	CRFR2-BP ag	CHRM4 antagonist
COc1ccc(OC)c(S(=O)(=O)N2CCCC(C(=O)NCCc3ccccc3)C2)c1 (configuration not stated)
→ 1	0	-2	2	9	-21	3	-2.2	1
Cc1ccc(/C(O)=C2\C(=O)C(=O)N(CC(C)O)C2c2ccc(N(C)C)cc2)cc1 (configuration not stated)
→ 3	-2	1	2	4	4	1	-1.1	1
CCCNC(=O)c1ccc(N2CC3CC(C2)c2cccc(=O)n2C3)c(NC(=O)Nc2ccc(CC)cc2)c1 (configuration not stated)
→ 3	-4	-4	-5	-2	-18	5	-2.0	-2
CCOC(=O)c1ccc(NC(=O)C2C3CCCCC32)cc1 (configuration not stated)
→ -7	-6	-6	nt	12	-5	7	-0.6	-1
CCN(CC)c1ccc(N2C(=O)/C(=C/c3cccs3)SC2=S)cc1
→ 9	3	-5	-5	0	-17	0	0.1	1
COc1ccc(N2CC(C(=O)N3CCN(c4ccccc4)CC3)CC2=O)cc1 (configuration not stated)
→ -13	0	-4	-1	31*	8	1	-2.2	4
CN(CCOC(=O)C1c2ccccc2Oc2ccccc21)C(C)(C)C
→ -23	-22	-6	1	98*	50*	1	0.1	99*
CCOC(=O)c1c[nH]n2c(=S)ncnc12
→ -6	-2	0	nt	8	21	1	3.3	-2
COc1cc(C(=O)NC(=S)Nc2ccc(NC(=O)c3ccco3)cc2)cc(OC)c1OC
→ 4	5	-2	2	-1	6	8	2.1	-4
Brc1ccc2nc(-c3ccncc3)c(NC3CCCC3)n2c1
→ 5	0	-1	-3	3	-16	1	-1.1	0

# Fields: CHRM5 PAM	CHRM4 PAM	M5 ag	IDE cell inh	CHRM5 antagonist	CRFBP-R2 block	M4 ag	CRFR2-BP ag	CHRM4 antagonist
CC(=O)c1ccc2c(c1)C1C=CCC1C(c1ccc(S(=O)(=O)N3CCOCC3)cc1)N2 (configuration not stated)
→ 0	-2	1	-10	-1	19	2	-0.5	-2
O=C(COC(=O)CCc1ccc(S(=O)(=O)N2CCOCC2)cc1)NC1CCCC1
→ -6	0	5	10	0	-7	5	0.4	5
CCOc1cccc(OCCOCCn2cnc3ccccc3c2=O)c1
→ 4	1	-2	0	-10	0	2	-1.0	-2
CC1CC(C)CN(C(=O)COc2ccc(-c3nnco3)cc2)C1 (configuration not stated)
→ 0	19	1	1	2	15	1	1.2	-4
O=C(CNS(=O)(=O)c1ccccc1)Nc1ccc(F)cc1F
→ -3	2	-4	-2	1	1	1	-1.0	-10
Cc1cc(CNC(=O)c2ccc3oc(C(C)C)nc3c2)nn1C
→ 1	-1	-1	-1	3	9	0	-2.1	-9
CCOc1ccc(NC(=O)CN(C)C(=O)c2cc([N+](=O)[O-])ccc2N2CCOCC2)cc1OCC
→ 3	0	-4	0	-4	-6	3	-1.2	-10
CCCCCC(=O)N1CC2(CC(c3cccc(NC(=O)[C@@H]4CCC(=O)N4)c3)=NO2)C[C@@H]1C(N)=O (some centres not stated)
→ 2	3	3	1	9	5	1	2.5	9
O=C(N/N=C/C=C/c1ccccc1[N+](=O)[O-])c1cc(-c2cccnc2)nc2ccccc12
→ -12	-4	-4	4	15	42	7	0.2	-7
COCCc1ccc(OC2(C)CCN(Cc3ccc(OC)c4ccccc34)C2)cc1 (configuration not stated)
→ -3	-1	0	nt	5	nt	1	nt	-8

# Four entries out of the list, ordered by number of heavy atoms, low to high.
# Fields: CHRM5 PAM	CHRM4 PAM	M5 ag	IDE cell inh	CHRM5 antagonist	CRFBP-R2 block	M4 ag	CRFR2-BP ag	CHRM4 antagonist
O=C(CNS(=O)(=O)c1ccccc1)Nc1ccc(F)cc1F
→ -3	2	-4	-2	1	1	1	-1.0	-10
CCOc1cccc(OCCOCCn2cnc3ccccc3c2=O)c1
→ 4	1	-2	0	-10	0	2	-1.0	-2
Cc1ccc(/C(O)=C2\C(=O)C(=O)N(CC(C)O)C2c2ccc(N(C)C)cc2)cc1 (configuration not stated)
→ 3	-2	1	2	4	4	1	-1.1	1
O=C(N/N=C/C=C/c1ccccc1[N+](=O)[O-])c1cc(-c2cccnc2)nc2ccccc12
→ -12	-4	-4	4	15	42	7	0.2	-7

# More records follow.
# Fields: CHRM5 PAM	CHRM4 PAM	M5 ag	IDE cell inh	CHRM5 antagonist	CRFBP-R2 block	M4 ag	CRFR2-BP ag	CHRM4 antagonist
COCCCNC(=O)c1ccccc1N(Cc1ccccc1)S(=O)(=O)c1ccc(OC)cc1
→ 2	-2	-4	1	0	11	1	-1.5	-5
CCC(=O)NNc1cccc(Cl)n1
→ 1	7	-2	6	-10	-11	1	-0.6	3
O=C1N(Nc2ccccc2)C(c2ccc(Br)cc2)C12CCCCC2 (configuration not stated)
→ -2	-6	-1	2	2	-7	1	1.1	2
COc1cccc(OCC(=O)NC2CCS(=O)(=O)C2)c1 (configuration not stated)
→ 0	-5	1	nt	4	-8	-1	0.7	1
Cc1ccccc1C(=O)N1CCC(C(=O)N2CCN(S(=O)(=O)c3ccccc3F)CC2)CC1
→ -8	1	3	0	10	-7	11	1.2	-11
COc1ccc([C@H]2[C@@H](C#N)[C@H](C#N)N3CCCN23)cc1
→ -4	-1	-1	1	-4	-1	1	1.3	-9
CN(C(=O)c1cccc(NC(=O)Cc2ccc(NC(=O)C3CCN(C(=O)C4CC4)CC3)cc2)c1)C1CCCCC1
→ -2	8	-1	nt	-6	16	0	-3.9	-26
CC1(C(=O)Nc2ccc(Cl)c(Cl)c2)CCN1CCc1ccccc1 (configuration not stated)
→ -2	10	-1	nt	3	nt	-1	nt	-10
CCCN1CCC(NC(=O)Nc2ccc([N+](=O)[O-])cc2)CC1
→ 2	3	1	0	5	-10	2	-1.8	-5
CCOC(=O)c1c[nH][nH]c1=O
→ -2	2	-2	1	10	9	0	-2.1	0

# Fields: CHRM5 PAM	CHRM4 PAM	M5 ag	IDE cell inh	CHRM5 antagonist	CRFBP-R2 block	M4 ag	CRFR2-BP ag	CHRM4 antagonist
Cc1c(C(=O)N2CCN(c3ccccn3)CC2)cccc1[N+](=O)[O-]
→ 10	-4	4	4	6	-3	1	-0.2	-5
O=S(=O)(Nc1cccc(-c2ccc3nncn3n2)c1)c1cc(F)ccc1F
→ 12	-3	-4	-2	-7	-13	1	0.7	11
Cc1ccc2ncccc2c1NS(=O)(=O)c1ccccc1
→ -3	-1	1	1	-7	-14	1	-1.5	11
CN(C)S(=O)(=O)N1CCN(c2ccc([N+](=O)[O-])c(NC3CC3)c2)CC1
→ -2	4	0	-2	10	3	0	-5.1	-5
CCc1sc(C(=O)Nc2ncccc2O)cc1C
→ -7	20*	-5	nt	-2	-3	0	0.3	-5
COc1ccccc1CCC(=O)Nc1cc(S(=O)(=O)N2CCOCC2)ccc1N1CCCC1
→ -3	-14	-5	2	10	-1	2	-1.5	13
C/C(=N\NC(=S)NCc1ccccc1)c1ccc2ccccc2c1OC(F)F
→ -3	1	-3	-5	0	4	0	5.7	-7
CSc1nc(=O)n2cc(C)ccc2n1
→ -8	-6	-1	2	4	1	3	5.2	0
O=C(Nc1ccc2c(c1)OCO2)c1ccc2c(c1)OCO2
→ -6	2	-1	0	5	0	1	1.1	-8
CC(=O)c1c(C)[nH]c(C(=O)NCCc2ccc(Cl)cc2)c1C
→ 2	-6	4	5	-1	5	10	-2.6	-8

SMILES	CHRM5 PAM	CHRM4 PAM	M5 ag	IDE cell inh	CHRM5 antagonist	CRFBP-R2 block	M4 ag	CRFR2-BP ag	CHRM4 antagonist
O=C(COc1cc2oc(=O)c3c(c2cc1Cl)CCC3)Nc1ccc(CN2CCOCC2)cc1	1	4	-2	7	-4	19	1	-2.5	-11
CSc1ccccc1NC(=O)COC(=O)Cc1ccsc1	9	5	-1	0	0	13	1	0.8	2
CCc1cc2c(-c3ccccc3)cc(=O)oc2cc1OCC(C)=O	-7	4	-3	-2	-3	5	0	-3.9	-5
CC(C)(C)Nc1nc2cc([N+](=O)[O-])ccc2o1	3	-5	2	7	0	-4	1	0.1	0
Cc1ccc([C@@H]2C[C@H]3[C@@H](CN2S(=O)(=O)c2ccc(Cl)cc2)C(=O)C[C@@H](c2cccc(Cl)c2)N3S(=O)(=O)c2ccc(C)cc2)cc1	0	8	0	nt	0	-2	1	1.8	-15
CCc1nnc(NC(=O)c2cc(Cl)ccn2)s1	-6	0	-4	0	17	-17	1	0.3	6
COc1ccc(-n2c(C)cc(/C=C3/SC(=S)N(C)C3=O)c2C)cc1	-2	2	-2	6	3	-47	0	58*	9
CC(C)(C)n1nnnc1C(c1cccc(C(F)(F)F)c1)N1CCC(O)CC1 (configuration not stated)	2	9	0	-1	7	33	1	0.4	12
N#C/C(=N\Nc1ccccc1F)c1nc(-c2ccccc2)cs1	0	-1	-2	4	12	-10	0	1.2	1
Cc1nnc(SCc2cc(=O)[nH]c(/N=C(\N)Nc3ccccc3Sc3ccccc3)n2)s1	-2	-11	-8	3	6	-13	2	-1.6	4
COc1c(O)cccc1[C@@H](O)C1CCN(CCc2ccc(F)cc2)CC1	6	10	1	3	2	-41	4	15	-4
O=C(O)CC/C(=C/c1cccc(NC(=O)c2ccccc2Cl)c1)c1nc2ccccc2s1	-12	-3	3	nt	8	3	12	-1.2	10

# A different layout for part of the listing above.
CHRM5 PAM	CHRM4 PAM	M5 ag	IDE cell inh	CHRM5 antagonist	CRFBP-R2 block	M4 ag	CRFR2-BP ag	CHRM4 antagonist	structure
6	10	1	3	2	-41	4	15	-4	COc1c(O)cccc1[C@@H](O)C1CCN(CCc2ccc(F)cc2)CC1
-6	0	-4	0	17	-17	1	0.3	6	CCc1nnc(NC(=O)c2cc(Cl)ccn2)s1

# Next compounds
SMILES	CHRM5 PAM	CHRM4 PAM	M5 ag	IDE cell inh	CHRM5 antagonist	CRFBP-R2 block	M4 ag	CRFR2-BP ag	CHRM4 antagonist
Cc1csc(NC(C)c2nc3cc(Cl)c(N4CCCCC4)cc3n2CCOCCO)n1 (configuration not stated)	8	0	3	7	-2	0	2	-0.8	-2
CCCSc1ccc(C(=O)Nc2ccc(F)cc2F)cn1	-6	-5	-3	6	5	-16	0	-1.9	-1
CC(C)c1ccc(NC(=O)c2ccccc2NC(=O)C2CCCCC2C(=O)O)cc1 (configuration not stated)	2	-6	-4	nt	0	19	0	-1.5	5
Cc1[nH]c(C)c(S(=O)(=O)N2CCCCC2)c1C(=O)N1CCCC1	-1	5	-3	2	6	18	0	-0.8	1
C=CCc1ccc(OCCOc2cccc3cccnc23)c(OC)c1	-7	-2	-5	1	3	16	4	-0.4	-1
CCC(C)C(CO)NCCCn1cnc2c(SC)ncnc21 (configuration not stated)	3	2	0	nt	-5	-4	0	0.2	-9
COc1cccc(/C=C2\SC(=S)N(CCC(=O)N3CCCCC3)C2=O)c1	-6	-6	-2	4	14	-10	0	3.1	10
O=C(NNS(=O)(=O)c1ccc2ccccc2c1)NC1CCCCC1	-7	-11	-1	11	-2	-8	8	-3.4	-1
COc1cccc(C(=O)NCC(=O)NNc2ncnc(N)c2[N+](=O)[O-])c1	8	1	0	2	-1	0	1	-1.8	0

# Not a hit list; overall some 2.9% were active at least once.
